Assay outcomes (PubChem BioAssay)
MEKK2wt PB1 HTS = raises or lowers MEK5 binding to wildtype human MEKK2 PB1 domain. bead flow cytometry, Alexa488-MEK5 binding to MEKK2 WT; actives lie on both sides. actives 1.1% (n = 290,000). binding response (% of control), % at 10 µM. Q9Y2U5; in the data active = binding response below about 67% or above about 130%; inconclusive = no clear call, values can overlap the other calls; inactive = in between
NALP1 inh = inhibitors of NALP1 inflammasome in yeast. inhibition, % at 10 µM. S. cerevisiae NALP1/ASC/caspase-1 growth, X-gal OD620, 72 h. actives 0.61% (n = 280,000); in the data active = inhibition mostly above about 24%, no sharp cut-off; inactive = mostly below about 32%; also: some compounds called inactive have numbers as strong as hits
p-CIP stab down = lowers stability of the mouse p/CIP coactivator protein | decrease of EGFP signal, % at 10 µM | AID 1984 | actives 0.01% (n = 290,000) | Q05BA5 | F442A p/CIP-EGFP cells, EGFP fluorescence, 16 h;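 active = EGFP signal decrease of at least 30% at 10 µM or well 3 SD below plate mean, unless failing retest; inactive = the rest, including hits failing retest or dose response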; also: some compounds called inactive have numbers as strong as hits; many of its hits are not listed in these tables
SUMO HTRF inh = inhibitors of human SUMOylation (UBC9); HTRF SUMOylation assay, SAE1/SAE2 + UBC9, in vitro; actives 0.36% (n = 290,000); P63279; inhibition, % at 35 µM; in the data active = inhibition above about 50%, passing the limit was not always enough; inconclusive = no clear call, values can overlap the other calls; also: strong numbers were not always called active
Target sequence (P63279 whole entry, looked up): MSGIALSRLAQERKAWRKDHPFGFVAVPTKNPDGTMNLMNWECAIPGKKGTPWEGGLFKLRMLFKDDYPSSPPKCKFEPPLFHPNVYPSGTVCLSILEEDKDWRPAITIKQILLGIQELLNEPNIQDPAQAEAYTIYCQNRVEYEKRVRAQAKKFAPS
MEKK3 PB1 HTS = modulators (inhibitors or enhancers) of MEK5 binding to human MEKK3 PB1 domain; binding response (% of control), % at 10 µM; AID 1529; actives 1.4% (n = 290,000); bead-based flow cytometry, Alexa488-MEK5 binding to MEKK3; actives lie on both sides; 0 = blocked by unlabeled MEK5, 100 = vehicle; Q99759;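 active = binding response more than 3 SD above or below the average of its plate-row segment, actives on both sides; inconclusive = wells at one plate position flagged as instrument error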;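 also: Alexa488 bead fluorescence after subtracting the streptavidin-only scavenger bead signal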
Target sequence (Q99759 whole entry, looked up, the tested form may be a part): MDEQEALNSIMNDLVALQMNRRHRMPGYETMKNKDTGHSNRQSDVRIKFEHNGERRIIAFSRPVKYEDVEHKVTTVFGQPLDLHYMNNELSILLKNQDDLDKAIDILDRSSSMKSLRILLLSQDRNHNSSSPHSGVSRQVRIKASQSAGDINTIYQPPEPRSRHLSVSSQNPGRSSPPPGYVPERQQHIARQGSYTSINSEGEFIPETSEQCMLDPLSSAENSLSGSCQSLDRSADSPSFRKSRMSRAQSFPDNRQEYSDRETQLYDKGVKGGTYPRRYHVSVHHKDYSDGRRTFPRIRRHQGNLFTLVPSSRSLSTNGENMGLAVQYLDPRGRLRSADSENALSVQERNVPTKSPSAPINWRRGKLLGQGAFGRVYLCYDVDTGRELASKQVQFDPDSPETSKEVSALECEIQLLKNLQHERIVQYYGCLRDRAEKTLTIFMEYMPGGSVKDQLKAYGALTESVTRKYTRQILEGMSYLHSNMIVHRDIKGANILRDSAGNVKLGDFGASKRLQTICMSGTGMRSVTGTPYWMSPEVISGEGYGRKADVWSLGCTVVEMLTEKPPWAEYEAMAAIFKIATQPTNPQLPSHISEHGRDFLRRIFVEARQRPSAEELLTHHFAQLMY
MEKK2 mut-MEK5 = signal of MEK5 binding to mutant human MEKK2 PB1 domain. bead flow cytometry, Alexa488-MEK5 binding to MEKK2 mutant. percent response, % at 10 µM. actives 0.35% (n = 290,000); in the data active = percent response above about 24%, passing the limit was not always enough; also: inactives centre near 1; some results filed as inactive read as strong as hits; reference of the scale not given here
IDE inh = inhibitors of human insulin-degrading enzyme in cells; P14735; HEK cells, FAbetaB cleavage, fluorescence polarization; inhibition, % at 5.59 µM; actives 0.41% (n = 320,000);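 active = percent inhibition above the average of all tested compounds plus 3 SD, set per screening campaign, cut at about 16% in these data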;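 also: IDE supplied by intact live HEK cells; FP after avidin binding of uncleaved biotin substrate so inhibition keeps polarization high; 0% = DMSO wells and 100% = 60 µM reference IDE inhibitor Ii1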
IDE act = IDE (human) activation, cell-based. HEK cells, FAbeta-B cleavage, fluorescence polarization; 0% vehicle, 100% cell-free pure enzyme wells. actives 0.073% (n = 340,000). activation, % at 5.96 µM;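 active = activation above the mean of all tested compounds plus 3 SD, set per screening campaign, cut at about 17% in these data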
PfM18AAP inh = PfM18AAP enzyme inhibition; AID 1822; inhibition, % at 7.35 µM; actives 1.2% (n = 290,000); recombinant PfM18AAP, H-Glu-NHMec fluorogenic cleavage;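 active = inhibition above the campaign mean inhibition over all tested compounds plus 3 SD, cut at about 28% in these data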;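 also: 0% = plate median of test compound wells and 100% = 2 mM ZnCl2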
Active calls of the source: *; ? = inconclusive; . = no result given.

MEKK2wt PB1 HTS,molecule,NALP1 inh,p-CIP stab down,SUMO HTRF inh,MEKK3 PB1 HTS,MEKK2 mut-MEK5,IDE inh,IDE act,PfM18AAP inh
108,CN(C)c1oc(/C=C/c2cccs2)nc1S(=O)(=O)c1ccccc1,11,-4,3,111,3,8,6,2
102,Nc1c(C(=O)NCCc2ccccc2)nnn1Cc1ccccc1,5,9,-11,99,0,0,-2,4
107,CCN(CC)C(=O)C(=O)c1cccn1-c1c(Cl)cccc1C#N,16,-7,8,103,1,-1,-4,2
106,Cc1cccc(C(=O)Nc2sc(C(=O)N3CCCC3)c(C)c2C#N)c1,1,0,-15,104,2,5,-3,-10
91,Cc1ncc(S(=O)(=O)c2ccccc2)c(-c2ccccc2)n1,-8,-14,-6,85,-3,2,-2,-4
103,Cc1c(C(=O)O)sc2nc(CSc3ncc(C(F)(F)F)cc3Cl)[nH]c(=O)c12,-1,3,8,102,1,-7,3,4
103,COc1ccc(CCN2C(=O)CC(N3CCOCC3)C2=O)cc1OC (stereo unspecified),1,-11,15,104,7,4,2,-7
97,O=C(N/N=C/c1ccccc1C(F)(F)F)c1ccc(O)cc1,-6,0,5,96,-4,-13,3,2
100,COc1ccc(Br)cc1C(=O)Nc1ccc(O)cc1,11,-1,23,103,1,-2,2,0
100,CCOP(=O)(c1ccccc1)c1nc(-c2ccccc2C)oc1NCc1ccccc1 (stereo unspecified),.,-10,12,95,2,9,-2,-15
101,O=C(CNC(=O)Cc1ccccc1)NCC(=O)N1CCCCC1,7,-12,2,99,4,1,1,-10
107,O=C(NC1CCCC1)c1cc(-c2ccccc2)nc2ccccc12,12,-11,2,109,8,-4,-6,-1
?,Cn1nc(C(=O)NCc2cccnc2)c2ccccc2c1=O,-1,6,10,?,-18,0,1,5
.,O=C(c1ccccc1)C1CN(c2ccccc2)CC1c1ccc(Cl)cc1 (stereo unspecified),22,-2,-1,.,.,1,6,1
97,Cc1cc(OCC(=O)O/N=C(\N)c2ccccc2)ccc1Cl,18,-7,21,100,-1,-3,1,1
115,O=C1NC(c2ccccc2)(C(F)(F)F)SC2=NCCCN12 (stereo unspecified),-3,-2,11,101,11,4,-2,14
105,Cc1ccnc(NC(=O)c2ccccc2[N+](=O)[O-])c1,6,-2,0,104,4,-3,-2,-11
110,Cc1cc(C)cc(OCC(=O)Nc2ccc(CN3CCCCC3)cc2)c1,21,-5,4,102,8,-1,4,1
108,COc1ccccc1NC(=O)c1cn(C)c(=O)c2cc(OC)c(OC)cc12,33,0,7,110,5,-3,-8,1
104,Cc1cccc(CS(=O)(=O)c2cn(CC(=O)N3CCOCC3)c3ccccc23)c1,-3,-5,20,102,8,8,-4,-1

In another format: results already given.
structure	MEKK2wt PB1 HTS	NALP1 inh	p-CIP stab down	SUMO HTRF inh	MEKK3 PB1 HTS	MEKK2 mut-MEK5	IDE inh	IDE act	PfM18AAP inh
O=C(CNC(=O)Cc1ccccc1)NCC(=O)N1CCCCC1	101	7	-12	2	99	4	1	1	-10
O=C(NC1CCCC1)c1cc(-c2ccccc2)nc2ccccc12	107	12	-11	2	109	8	-4	-6	-1

Going on with the list.
MEKK2wt PB1 HTS,molecule,NALP1 inh,p-CIP stab down,SUMO HTRF inh,MEKK3 PB1 HTS,MEKK2 mut-MEK5,IDE inh,IDE act,PfM18AAP inh
92,CCCc1cc(SCC(=O)Nc2c(C)n(C)n(-c3ccccc3)c2=O)n2c(nc3ccccc32)c1C#N,8,-11,-17,101,0,6,.,21
99,CCc1cccc(NC(=O)CN(C)S(=O)(=O)c2cccs2)c1,1,14,2,104,-1,-1,0,0
93,O=C(CSc1nc2ccccc2n1CC(=O)N1CCCC1)NCc1ccc2c(c1)OCO2,11,-11,19,90,-5,8,3,2
89,Cc1ccccc1C(=O)NC(CC(C)C)C(=O)Nc1cccc(S(=O)(=O)N(C)C)c1 (stereo unspecified),-3,-4,6,103,-12,-3,5,0
106,Cc1ccc2ncccc2c1[N+](=O)[O-],20,10,-1,103,3,-4,3,5
109,CCN(CC(=O)NC(=O)NCc1ccco1)Cc1nc2ccccc2c(=O)[nH]1,-4,-4,0,102,3,4,0,8
100,Cn1c(=O)c2c(nc(SCC(=O)NCC3CCCO3)n2C)n(C)c1=O (stereo unspecified),-1,-7,17,100,4,-3,-2,0
104,COc1ccc2c(=O)c(-c3nc(C)cs3)coc2c1,.,-6,0,102,1,-3,2,-5
101,CCOC(=O)N1CCC(NC(=O)c2cc(-c3ccc(OC)cc3)nc3ccccc23)CC1,16,7,14,101,3,1,4,3
103,Cc1nc2ccccc2c(=O)n1CCCN1CCOCC1,.,-7,22,108,0,-3,-4,-5
95,CC(C)(C)c1ccc(C(=O)N2CCC(C(=O)NCc3ccco3)CC2)cc1,14,-7,16,100,-3,-5,2,2
93,O=C(O)CC(CCc1ccccc1)OC1OC(CO)C(O)C(O)C1O (stereo unspecified),-45,-12,39,98,3,8,3,.
101,COc1ccc(Cl)cc1NC(=O)/C=C\C(=O)O,38,5,-10,104,10,6,-2,-16
100,CCOc1ccc(NC(=O)C2CCN(S(=O)(=O)c3cccs3)CC2)cc1,39*,-2,-7,104,-2,2,4,-1
100,O=C(NCc1ccccc1)C1c2ccccc2Oc2ccccc21,-14,1,19,102,6,4,2,4
94,O=C(NC(=S)NN1CCCCC1c1cccnc1)c1ccc(Br)cc1 (stereo unspecified),-17,-9,8,92,-8,4,3,5
97,Cc1n[nH]c(=S)n1/N=C/c1ccccc1OCc1ccc(Cl)cc1Cl,24,1,24,98,0,-2,-3,4
101,Nc1c(Cl)cc(Cl)cc1C(=O)OCC(=O)N1CCCC1,3,-7,-7,103,4,4,5,-10
105,O=C(Nc1c2c(nn1-c1ccc(Cl)cc1)CS(=O)(=O)C2)C1CC1,0,-6,-3,103,8,6,2,0
111,O=C(Cn1cc(C(F)(F)F)ccc1=O)N/N=C/c1ccc(Cl)c(Cl)c1,28,-1,-4,97,7,3,-2,-3

(next part)
MEKK2wt PB1 HTS,molecule,NALP1 inh,p-CIP stab down,SUMO HTRF inh,MEKK3 PB1 HTS,MEKK2 mut-MEK5,IDE inh,IDE act,PfM18AAP inh
102,COc1ccc(CCNc2ncnc3c2oc2ccccc23)cc1OC,-1,-12,6,104,1,8,-2,2
89,O=C(Cc1ccc([N+](=O)[O-])cc1)Nc1ccc(Cl)cc1,20,7,10,100,-13,5,-1,0
103,CCOC(=O)c1oc2cc(O)ccc2c(=O)c1-c1csc(C)n1,-7,-12,6,100,5,0,-4,4
90,COc1cccc(NC(=O)Cc2ccc(C)cc2)c1,10,8,-12,86,-3,-1,-1,0
90,Cc1ccc(C2C3=C(CC(C)(C)CC3=O)Nc3[nH]c(=S)[nH]c(=O)c32)cc1 (stereo unspecified),18,6,-7,97,0,0,-10,.
101,Cc1ccc(S(=O)(=O)N2CCCCC2)cc1NS(=O)(=O)c1cccc(C(=O)O)c1,28,-5,-4,106,4,-4,3,0
112,Cc1ccc(CNC(=O)N2CCN(c3ccc(C)cc3)CC2)cc1,12,-18,16,106,10,1,-7,0
94,Cc1nnc(SCC(=O)NC(=O)NC2CCCC2)n1N,-5,-4,20,96,0,1,1,-4
97,COc1c(Br)cc(Br)cc1C(=O)O,9,-17,-5,104,-2,-4,6,-11
105,O=C(CSCC(=O)Nc1ccc2ccccc2c1)NCc1ccccc1,-1,-16,-1,104,1,1,2,2
102,Cc1cc(/C=N/NC(N)=O)c(C)n1C1CCCCC1,3,-12,8,103,5,-2,5,-4
94,N/C(Cc1nc(-c2ccc(Br)cc2)cs1)=N\O,-2,-4,3,90,-11,2,-1,-2
103,Cc1cc(C)cc(OCC(O)CN2CC(C)OC(C)C2)c1 (stereo unspecified),16,-9,-4,101,7,-7,4,-6
88,COc1ccc(/C=N/NC(=O)c2cccc(Br)c2)cc1CN1CCOCC1,16,7,24,82,-15,-3,-5,-8
100,CC(C)=C1SC(N2CCN(c3cccc(Cl)c3)CC2)=NC1=O,8,-10,12,99,-2,9,6,-11
91,CC1(C)CC(=O)C(N=Nc2ccc(C(F)(F)F)cc2[N+](=O)[O-])=C(O)C1,25,-6,-18,92,-20,3,.,2
108,COc1ccc(S(=O)(=O)N2CCC(C(=O)N[C@H](C(=O)NC3CCCC3)C(C)C)CC2)cc1,14,-6,.,104,6,-1,0,2
98,CCc1nc2sc(C#N)c(N)c2c2c1CCCC2,.,.,.,93,0,1,-2,0
105,COc1ccccc1CNC(=O)C1CCN(S(=O)(=O)c2ccc3c(c2)CC(C)N3C(=O)C2CC2)CC1 (stereo unspecified),17,-8,.,101,-1,2,-2,-4
107,Fc1cccc(F)c1/C=C/c1ccc2ccccc2n1,18,10,8,107,4,5,1,6

Continued:
MEKK2wt PB1 HTS,molecule,NALP1 inh,p-CIP stab down,SUMO HTRF inh,MEKK3 PB1 HTS,MEKK2 mut-MEK5,IDE inh,IDE act,PfM18AAP inh
97,COc1cc(C(N)=O)cc(Cl)c1OCc1ccccc1,20,-2,2,97,-3,4,-1,-2
101,COc1cc(C(C(=O)NC2CCCCC2)N(C(=O)Cc2c[nH]c3ccccc23)c2ccccc2C)cc(OC)c1OC (stereo unspecified),14,-1,-2,101,14,-3,3,2
98,Cc1nn(-c2ccccc2)cc1C(=S)Nc1ccccc1,32,1,3,100,-1,-2,0,-14
100,CCOc1c(OC(C)=O)ccc(/C=C2\N=C(SCC)SC2=O)c1[N+](=O)[O-],14,-2,-10,103,3,2,4,7
103,COc1cc(-c2noc(C)c2C#Cc2ccc(N)cc2)cc(OC)c1OC,11,2,-10,97,-2,0,0,1
101,CCOC(=O)CC1=CSC2=NS(=O)(=O)CCN12,20,-4,23,95,-2,4,2,12

Two compounds drawn at random from the list so far, as already listed:
MEKK2wt PB1 HTS,molecule,NALP1 inh,p-CIP stab down,SUMO HTRF inh,MEKK3 PB1 HTS,MEKK2 mut-MEK5,IDE inh,IDE act,PfM18AAP inh
90,Cc1ccc(C2C3=C(CC(C)(C)CC3=O)Nc3[nH]c(=S)[nH]c(=O)c32)cc1 (stereo unspecified),18,6,-7,97,0,0,-10,.
107,CCN(CC)C(=O)C(=O)c1cccn1-c1c(Cl)cccc1C#N,16,-7,8,103,1,-1,-4,2

Some of the compounds tested; count on the stated rates, not on these rows.
